EBI2 antag – blocks human EBI2 receptor beta-arrestin signaling. P32249. EBI2 beta-arrestin recruitment, luminescence, 7a,25-OHC stimulated. inhibition, % at 5 µM. 0.81% of 360,000 active. AID 651636; in the data active means inhibition above about 38%;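 further: enzyme fragment complementation signal reports receptor beta-arrestin coupling in cells; 0% = agonist plus DMSO wells and 100% = wells without agonist; some results beyond the cut were filed as inactive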
Target sequence (P32249 whole entry, looked up, the tested form may be a part): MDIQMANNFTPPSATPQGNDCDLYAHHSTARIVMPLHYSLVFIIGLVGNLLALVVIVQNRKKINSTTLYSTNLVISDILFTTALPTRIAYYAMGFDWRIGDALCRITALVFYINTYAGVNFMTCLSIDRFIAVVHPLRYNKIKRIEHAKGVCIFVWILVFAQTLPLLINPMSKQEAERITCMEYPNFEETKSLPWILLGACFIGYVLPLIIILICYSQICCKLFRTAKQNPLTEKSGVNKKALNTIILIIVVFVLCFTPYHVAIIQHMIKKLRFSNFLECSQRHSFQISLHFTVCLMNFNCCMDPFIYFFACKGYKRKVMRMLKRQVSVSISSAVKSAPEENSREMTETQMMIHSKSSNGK
Gli-Sufu block – antagonists of Gli-Sufu signaling; Sufu-KO-LIGHT fibroblasts, Gli luciferase reporter luminescence; 0.74% of 340,000 active; inhibition, % at 5 µM;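 active means inhibition above about 55%, limit read from the data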;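 further: 0% = DMSO-treated cells and 100% = wells with medium but no cells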
A3G deaminase – blocks human APOBEC3G single-stranded DNA deamination | 0.28% of 330,000 active | recombinant A3G, ssDNA deamination FAM/TAMRA fluorescence | inhibition, % at 20 µM | Q9HC16;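 active means inhibition of at least 40% at 20 µM, with no more than 30% in the related APOBEC3A deaminase screen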;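 further: plate controls were DMSO wells with A3G for no effect and wells lacking A3G enzyme for full effect; some compounds called inactive have numbers as strong as hits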
Target sequence (Q9HC16 whole entry, looked up): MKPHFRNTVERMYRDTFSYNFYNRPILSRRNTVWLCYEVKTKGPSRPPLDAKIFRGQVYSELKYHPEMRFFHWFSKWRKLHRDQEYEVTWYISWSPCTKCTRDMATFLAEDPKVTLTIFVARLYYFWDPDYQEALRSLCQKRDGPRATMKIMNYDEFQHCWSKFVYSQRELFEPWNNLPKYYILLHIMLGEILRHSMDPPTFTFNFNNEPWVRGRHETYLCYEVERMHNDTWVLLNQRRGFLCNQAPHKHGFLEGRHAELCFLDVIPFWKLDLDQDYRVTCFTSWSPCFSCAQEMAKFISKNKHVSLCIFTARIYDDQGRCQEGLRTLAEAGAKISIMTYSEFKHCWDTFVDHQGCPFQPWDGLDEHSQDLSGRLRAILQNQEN
APOBEC3A inh – inhibitors of human APOBEC3A DNA deaminase; P31941; recombinant A3A, FAM/TAMRA ssDNA deamination fluorescence; inhibition, % at 20 µM; 0.41% of 330,000 active;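 active means at least 40% inhibition at 20 µM here, with at most 30% in a related deaminase screen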;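 further: plate controls were A3A with DMSO for no effect and wells lacking A3A enzyme for full effect; some results filed as inactive read as strong as hits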
MPTP block – inhibitors of mitochondrial permeability transition pore; isolated mouse mitochondria, Ca2+ swelling absorbance, 30 min; inhibition, % at 10 µM; 1.4% of 360,000 active;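 active means inhibition of 50% or more, scaled per plate between neutral and stimulator controls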;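 further: 0% = DMSO wells given calcium and 100% = 1 mM EGTA wells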
CCR6 antagonist – CCR6 (human) receptor antagonism; 0.49% of 340,000 active; CHO-K1 CCR6 PathHunter beta-arrestin, luminescence, CCL20-stimulated; inhibition, % at 20 µM; P51684;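 active means compounds whose inhibition of the agonist-driven luminescence signal at 20 µM reaches about 50%, limit read from the data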;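 further: cells stimulated with CCL20 at 14 nM final; plate controls were DMSO with CCL20 for no effect and DMSO without agonist for full effect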
CXCR6 inh – blocks human CXCR6 beta-arrestin recruitment | O00574 | CHO-K1 PathHunter CXCR6 beta-arrestin, luminescence | inhibition, % at 20 µM | 0.36% of 360,000 active | AID 602244; in the data active means inhibition above about 34%, passing the limit was not always enough;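 further: antagonist mode with CXCL16 agonist at 10 nM final; 0% = 10 nM CXCL16 with DMSO and 100% = unstimulated wells without agonist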
Target sequence (O00574 whole entry, looked up): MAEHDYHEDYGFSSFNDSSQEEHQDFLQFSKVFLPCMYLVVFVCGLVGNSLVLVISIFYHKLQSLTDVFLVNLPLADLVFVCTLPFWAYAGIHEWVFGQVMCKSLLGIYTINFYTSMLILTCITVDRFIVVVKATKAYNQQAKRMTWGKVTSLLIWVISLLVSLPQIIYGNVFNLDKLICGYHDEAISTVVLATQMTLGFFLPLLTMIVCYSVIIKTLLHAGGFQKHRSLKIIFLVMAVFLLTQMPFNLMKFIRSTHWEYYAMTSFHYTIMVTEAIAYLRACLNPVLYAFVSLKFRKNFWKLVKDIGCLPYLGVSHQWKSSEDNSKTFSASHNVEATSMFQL
NR3A LBD binder – modulates the human NR3A ligand-binding domain | Tm shift relative to glycine control, % at 25 µM | AID 1259313 | 2.5% of 340,000 active | NR3A LBD differential scanning fluorimetry, Tm shift; 0% = protein alone, 100% = glycine-bound protein;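 active means melting temperature shift of at least 10% of the positive control shift, at one fixed dose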
* = called active by the depositor; / = no result given.

SMILES	EBI2 antag	Gli-Sufu block	A3G deaminase	APOBEC3A inh	MPTP block	CCR6 antagonist	CXCR6 inh	NR3A LBD binder
CCC1=NN(C(=O)Cc2ccc([N+](=O)[O-])cc2)C(O)(C(F)(F)F)C1 (centres undefined)	9	7	-1	-2	3.1	16	-5	-1
O=C(O)CCC(=O)NNc1ncnc2ccccc12	-6	-21	-2	1	0.9	-8	7	0
O=C(Nc1ccn(Cc2c(F)c(F)cc(F)c2F)n1)c1ccc(COc2ccc(Cl)cc2Cl)o1	30	-12	-4	13	0.1	9	10	-7
C/C(=N\NC(=O)c1c(C)nc2ccccn12)c1ccc(C(C)(C)C)cc1	16	-20	0	2	1.2	7	0	1
O=C1CCCc2cc3c(cc21)CC1(C3)Cc2cc3c(cc2C1)C(=O)CCC3	7	3	-5	-2	36	4	-6	-4
Cc1ccc([C@@H]2CC=C(C(=O)O)[C@H](c3ccccc3F)N2S(=O)(=O)c2ccccc2C)cc1	-7	-2	-2	-1	-0.3	-2	1	1
COC(=O)COc1ccc(S(=O)(=O)Nc2ccc(NC(C)=O)cc2)cc1C	-3	-14	-2	-3	-3.0	9	-2	0
O=c1cc(-c2ccccc2Cl)oc2cc(O)cc(O)c12	8	-14	5	1	13	11	0	-3
CC1CCCCN1Cc1c(O)ccc2c(=O)c(-c3ccc(Cl)cc3)coc12 (centres undefined)	2	-6	-3	0	-0.8	10	-6	-3
CC[C@H](C)[C@H](NC(N)=O)C(=O)NCCc1ccc(Cl)cc1Cl	0	-5	-5	-1	-1.5	5	2	-2
Nc1cccc(C(=O)NCCNC(=O)c2cccc(N)c2)c1	-5	-10	4	3	-0.5	-7	-3	3
COc1cccc(-n2nnc3c(=O)n(Cc4ccc(F)cc4)cnc32)c1	6	-4	0	1	-1.5	9	5	3
Cc1c(CN2CCc3c([nH]c4ccccc34)C2CC(C)C)cnn1C (centres undefined)	4	5	-10	-13	0.7	0	-8	2
C#CCOCCOCCOCCNc1nc(N2CCN(C(=O)Cn3cc(CC(C)O)nn3)CC2)nc(N2CCN(C(=O)[C@H](C)n3cc(CCC(=O)O)nn3)CC2)n1 (some centres undefined)	-10	17	/	/	-1.8	4	-4	2
CC1CCN(CCc2nc3cc(NS(=O)(=O)c4ccccc4)ccc3n2C)CC1	12	8	-5	1	0.9	-1	2	-2
COc1ccccc1N1CCN(C(=O)c2cc(-c3ccc(Cl)cc3)on2)CC1	58*	7	-8	7	-4.2	0	8	-2
CCCN1CNC(=S)N(c2ccccc2OCC)C1	-8	-2	-1	-2	-2.0	-14	-4	1
CC(C)Oc1ccc(C(=O)Nc2ccc([N+](=O)[O-])cc2)cc1	21	-70	-6	0	23	0	4	1
O=C(CSc1ncnc2[nH]ncc12)Nc1nc(-c2ccc(F)c(F)c2)cs1	12	25	3	0	14	0	-9	20*
COc1ccc(-c2cc(=O)[nH][nH]2)cc1	-12	12	-3	-1	-2.3	5	-9	-1
CCn1c(NC(=O)c2cccs2)nc2ccccc21	3	15	-4	-2	0.5	39	15	3
OCCN(CCO)CC(O)COc1ccc2c(c1)OCO2 (centres undefined)	-4	-4	1	-5	-0.1	-7	2	-1
COc1ccc(N2CCN(CCCn3c(=S)[nH]c4ncccc4c3=O)CC2)cc1	-1	16	-5	-2	8.5	5	-1	1
CCCCCCCCCCNC(=O)C(=O)Nc1ccccn1	-6	1	-10	-4	0.9	-2	-6	12*
Cc1ccc(S(=O)(=O)NCc2ccccc2)cc1C(=O)N1CCCC(C(F)(F)F)C1 (centres undefined)	-8	2	-10	-3	-1.3	-1	-20	0

Whole records from above. Order of values: EBI2 antag	Gli-Sufu block	A3G deaminase	APOBEC3A inh	MPTP block	CCR6 antagonist	CXCR6 inh	NR3A LBD binder
Cc1c(CN2CCc3c([nH]c4ccccc34)C2CC(C)C)cnn1C (centres undefined) as listed: 4	5	-10	-13	0.7	0	-8	2
O=C(Nc1ccn(Cc2c(F)c(F)cc(F)c2F)n1)c1ccc(COc2ccc(Cl)cc2Cl)o1 as listed: 30	-12	-4	13	0.1	9	10	-7
CC1CCCCN1Cc1c(O)ccc2c(=O)c(-c3ccc(Cl)cc3)coc12 (centres undefined) as listed: 2	-6	-3	0	-0.8	10	-6	-3
CCC1=NN(C(=O)Cc2ccc([N+](=O)[O-])cc2)C(O)(C(F)(F)F)C1 (centres undefined) as listed: 9	7	-1	-2	3.1	16	-5	-1
C#CCOCCOCCOCCNc1nc(N2CCN(C(=O)Cn3cc(CC(C)O)nn3)CC2)nc(N2CCN(C(=O)[C@H](C)n3cc(CCC(=O)O)nn3)CC2)n1 (some centres undefined) as listed: -10	17	/	/	-1.8	4	-4	2

The results go on:
SMILES	EBI2 antag	Gli-Sufu block	A3G deaminase	APOBEC3A inh	MPTP block	CCR6 antagonist	CXCR6 inh	NR3A LBD binder
CCOc1cc2[nH]c(=S)n(CCC(=O)N3CCc4ccccc4C3)c(=O)c2cc1OCC	-7	11	-5	-1	2.5	-18	-2	1
CCCCC(=O)NC(=S)Nc1cc(C(=O)O)ccc1Cl	-10	-4	-2	-1	-0.4	-12	0	-2
O=C(O)c1nc2ccccc2nc1C(=O)O	-20	-18	-2	-2	-1.2	3	-2	1
CC1CN(C(=O)C2CC2)C(C)CN1C(=O)C1CC1 (centres undefined)	-9	4	-3	-2	1.4	6	5	-9
CC(C(=O)Nc1ccc2c(c1)OCCO2)N(C)CC(=O)Nc1ccccc1Br (centres undefined)	-14	4	-9	-1	-1.0	8	4	2
O=C(Nc1cccc(Cl)c1N1CCCC1)c1ccc(Br)o1	15	-2	-6	-4	13	9	-4	4
COc1cc(C2C(C(=O)c3cccs3)=C(O)C(=O)N2CCN2CCOCC2)cc(OC)c1OC (centres undefined)	5	-28	-3	-5	0.0	-4	4	1
CCCCN(C(=O)Cc1ccc(S(=O)(=O)N2CCOCC2)s1)c1c(N)n(CCCC)c(=O)[nH]c1=O	-5	-2	-5	6	-2.7	-7	-8	-2
N#Cc1c(C(F)(F)F)cc(-c2ccccc2)nc1SCC(=O)Nc1sc2c(c1C#N)CCC2	-5	68*	0	4	1.7	20	-17	10*
CC(C)c1nn(-c2cc(C(F)(F)F)ccn2)c(=O)o1	-18	0	-14	-4	1.5	7	0	-1
CCN(C(=O)Cn1c(=O)oc2ccccc21)c1c(N)n(Cc2ccccc2)c(=O)[nH]c1=O	-9	4	-7	3	-1.3	13	4	7
Cc1oc(-c2ccc(-c3ccccc3)cc2)nc1CN1CCN(CC(=O)N(C)C)CC1	10	-79	-3	7	-5.6	5	-1	-1
CN(C)S(=O)(=O)c1cccc(NC(=O)COC(=O)/C=C/c2ccc3c(c2)OCO3)c1	4	-5	-8	0	-0.4	2	1	-7
CCNc1nc(NCC)nc(NC(N)=S)n1	12	-8	-10	1	-0.4	7	12	0
C/C=C/c1ccc(OC(C)=O)c(OC)c1	-4	19	-12	-1	-1.7	-1	-6	-2
CCCNC(=S)NC1CCCC1	-3	8	-4	-5	1.4	-1	-2	-1
OCC[C@@H]1C[C@H](O)[C@@H](O)[C@@]2(CCCO2)O1	-5	26	-7	-1	0.3	-8	-4	2
C=C[C@@H]1c2cccc(C)c2N(S(=O)(=O)c2ccc(C)cc2)[C@H](c2ccccc2)C1(C#N)S(=O)(=O)c1ccccc1 (some centres undefined)	-11	13	-5	-2	-0.3	12	-9	-3
Cc1cc(NC2C3CC4CC(C3)CC2C4)n2ncnc2n1 (centres undefined)	-7	-2	-3	-4	-0.8	16	-14	-1
CNc1nc2sc3c(c2c(=O)n1C)CC(C)(C)SC3	-4	-18	3	-3	-0.6	2	0	0
CCOC(=O)C1=NOC(CNC(=O)c2c(-c3ccccc3Cl)noc2C)C1 (centres undefined)	2	3	-7	-1	-0.9	11	1	14*
CCOC(=O)c1[nH]c2ccc(OC)cc2c1NC(=S)N1CCN(c2ccc(F)cc2)CC1	-1	15	-9	-2	-0.3	4	1	0
Cc1c(SCCO)c(=O)[nH]c2cc3c(cc12)OCO3	-8	0	-10	6	-3.1	-5	4	0
O=C1CCCCC1Sc1ccc(Cl)cc1[N+](=O)[O-] (centres undefined)	7	2	-8	2	-0.4	-9	-9	0
COc1cc(NC(=O)[C@@H](NC(=O)c2ccco2)C(C)C)c(OC)cc1NC(=O)c1ccccc1	4	1	-4	2	-0.9	-6	2	-1
(more compounds)
SMILES	EBI2 antag	Gli-Sufu block	A3G deaminase	APOBEC3A inh	MPTP block	CCR6 antagonist	CXCR6 inh	NR3A LBD binder
COc1cc(C2=NOC(C(=O)Nc3cccnc3)C2)cc(OC)c1OC (centres undefined)	-4	9	-6	-3	0.9	-2	-1	-1
CC(C)[C@H](NC(=O)c1ccccc1)C(=O)OCc1nnc(-c2ccccc2)o1	-6	-1	-4	-1	-1.7	3	9	-1
COc1ccc(NC(=O)C2CCC(CNc3c(N4CCOCC4)c(=O)c3=O)CC2)cc1Cl (centres undefined)	-2	-14	-6	-2	0.7	11	0	-1
CCOC(=O)c1c(NC(=O)c2cccc(N3C(=O)CCC3=O)c2)sc2c1CCN(CC)C2	0	13	-7	0	-2.4	8	8	1
COc1cc(CC(=O)N/N=C/c2ccc([N+](=O)[O-])cc2)c([N+](=O)[O-])cc1OC	-10	-2	-3	-5	-0.7	-5	2	-2
Cc1cccc(Cc2nnc(CCC(=O)NCc3cn4ccccc4n3)o2)c1	-15	-3	2	2	-0.9	-6	-3	-2
CC(=O)Nc1ccc(C=NNc2ccc([N+](=O)[O-])cn2)cc1	2	-98	/	/	1.5	22	16	24*
O=[N+]([O-])c1ccc2c(c1)ncn2-c1ccccc1	0	-17	/	/	-0.6	17	-8	-1
Cc1ccc(CNC(=O)c2ccc3c(=O)n4c(-c5ccc(C)cc5)csc4nc3c2)cc1	36	6	-11	-3	2.7	7	-5	-1
Cc1ccc(-c2noc(C3CCCN(C(=O)c4cccc([N+](=O)[O-])c4)C3)n2)o1 (centres undefined)	-8	-36	0	-4	0.6	5	-10	-5
COc1ccc(CC(NC(C)=O)C(=O)NC2CCN(C(=O)c3cc(OC)c(OC)c(OC)c3)CC2)cc1 (centres undefined)	-7	2	-3	-3	0.6	-2	2	-5
O=C(COC(=O)CCS(=O)(=O)c1ccc(F)cc1)NC1CCCCC1	-4	4	-4	-3	-0.7	3	10	0
Cc1ccc(COc2ccsc2C(=O)NNC(N)=S)cc1	-4	-3	-3	-2	0.0	-4	13	-1
CC(C)c1ccc(NC2CCCN(C(=O)c3ccc(N4CCOCC4)cc3)C2)cc1 (centres undefined)	2	3	-3	-5	-0.6	8	3	0
CN1C(=S)SC(N(O)C(=O)Nc2ccc(Cl)c(Cl)c2)C1(C)C (centres undefined)	11	2	0	1	98*	-5	-8	0
Cc1cc(OCC(=O)N(Cc2ccco2)C2CCS(=O)(=O)C2)cc(C)c1Cl (centres undefined)	0	3	-8	1	0.9	9	4	1
CCC(=O)NC(=S)Nc1ccccc1F	0	-4	-10	-7	0.0	2	-2	1
CN(C(=O)c1ccccc1C(=O)OCC(=O)Nc1cccc(Br)c1)c1ccccc1	6	-36	-4	0	0.9	9	2	0
COc1ccc(Nc2ccc([N+](=O)[O-])cn2)cc1	-2	1	-9	1	-0.4	23	1	1
Cc1ccc(-c2noc(CN3CCC(C(N)=O)CC3)n2)cc1	-8	-42	0	3	-2.1	4	-10	-2
COC(=O)c1ccncc1N	14	25	29	-3	-0.6	-3	-24	2
CC1CCN(S(=O)(=O)c2cc(Br)cc(C(=O)NC3=NCCS3)c2)CC1	13	-7	4	2	8.0	5	12	-15
COC(=O)Cc1ccc(NC(=S)N2CCN(C(=O)C3CCCO3)CC2)cc1 (centres undefined)	3	-3	-4	-2	-1.0	4	3	0
CCOc1cc(/C=C2/C(=N)N3N=C(C)SC3=NC2=O)ccc1OS(=O)(=O)c1ccc(C)cc1	-3	-11	10	-2	4.0	17	13	-5
O=C(NCCC(=O)N1CCOCCOCCOCCOCC1)OCc1ccccc1	9	0	0	3	2.4	-5	-2	0
COc1cc2c(cc1OC)C(C)N(S(=O)(=O)c1cnc(Cl)c(Cl)c1)CC2 (centres undefined)	0	17	-1	5	0.4	0	-9	3
Cc1cc(SCC(=O)c2ccccc2)n2nc(C)nc2n1	-7	-2	-10	-5	-1.3	5	0	1
CC(C)NC(=O)CSc1ccccc1C(=O)NNC(=O)Cn1ccc(C(F)(F)F)n1	0	1	-6	-1	-0.4	-11	-10	-1

Source: PubChem (Sanford-Burnham Center for Chemical Genomics)
